High-throughput results from PubChem BioAssay.
TexasRed fluor: Total Fluorescence Counterscreen for Inhibitors of the Interaction of Thyroid Hormone Receptor and Steroid Receptor Coregulator 2. Potency, µM (titrated, usually from 106 µM), inactives show at the top dose fluorescence change, negative = quenching. TRb/SRC2 Texas Red total fluorescence interference. AID 1479, 2009. 280,000 compounds, 0.29% hits; active = well fitted curve in either direction with a large enough effect; inconclusive = small, poorly fitted or top-dose-only effect
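Human TRb ligand-binding domain at 0.6 uM with 20 nM Texas Red SRC2 peptide in Tris buffer containing 1 uM T3 and 5% DMSO, incubated with compound 5 h at ambient temperature. Total fluorescence (555/632 nm) calculated as parallel + 2 × perpendicular.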
RECQ1 inh: qHTS Assay for Inhibitors of RecQ-Like Dna Helicase 1 (RECQ1); ATP-dependent DNA helicase Q1 (Homo sapiens), P46063; RECQ1 DNA unwinding, red fluorescence kinetic read; Potency, µM (top dose mostly 57.3 µM), for inactives: at the highest dose activity, negative = inhibition, hits mostly inhibitors; 240,000 compounds, 0.54% hits; AID 2549, 2010;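 note: plate controls were vehicle for no effect and no enzyme for full effect; nearly all actives have a fitted effect of over 30% in size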
Target sequence (P46063 whole entry, looked up): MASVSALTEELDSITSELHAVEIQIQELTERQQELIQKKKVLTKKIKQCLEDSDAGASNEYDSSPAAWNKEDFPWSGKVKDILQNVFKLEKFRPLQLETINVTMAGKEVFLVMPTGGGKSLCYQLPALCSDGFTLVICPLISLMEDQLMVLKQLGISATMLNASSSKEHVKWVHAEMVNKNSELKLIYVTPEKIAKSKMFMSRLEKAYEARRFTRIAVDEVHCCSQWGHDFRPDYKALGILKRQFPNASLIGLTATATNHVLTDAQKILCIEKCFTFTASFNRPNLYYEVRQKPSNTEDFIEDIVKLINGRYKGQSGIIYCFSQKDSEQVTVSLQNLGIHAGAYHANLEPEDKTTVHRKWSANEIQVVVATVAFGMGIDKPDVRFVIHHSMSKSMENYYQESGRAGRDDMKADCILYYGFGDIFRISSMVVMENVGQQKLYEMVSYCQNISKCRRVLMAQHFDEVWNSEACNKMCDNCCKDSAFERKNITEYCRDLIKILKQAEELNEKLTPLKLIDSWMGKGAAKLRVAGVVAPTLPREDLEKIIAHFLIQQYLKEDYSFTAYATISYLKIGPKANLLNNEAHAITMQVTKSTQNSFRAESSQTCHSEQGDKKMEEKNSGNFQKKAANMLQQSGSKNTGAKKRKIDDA
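50 nM RECQ1T1 preincubated 15 min with compound in Tris pH 8.0 buffer with MgCl2, DTT, Tween-20 and 2.5 ug/ml poly(dI-dC); started with 200 nM TAMRA/BHQ-2 forked duplex and 2 mM ATP. Unwinding read as fluorescence (525/598 nm), two reads 2 h apart.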
GAA glycogen mod: qHTS Assay for Inhibitors and Activators of Human alpha-Glucosidase Cleavage of Glycogen | 300,000 compounds, 0.38% hits | AID 2100, 2009 | Potency, µM (series often up to 76.4 µM), inactives show top-dose activity change, negative = inhibition, usual class: inhibitors | recombinant GAA, glycogen substrate, Amplex Red glucose oxidase fluorescence;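 note: 0% = full enzyme reaction and -100% = no-enzyme basal signal; the screen sought inhibitors and activators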
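Recombinant human enzyme (4 nM); glycogen substrate; 37 C, 40 min, pH 5.0. Readout: coupled glucose oxidase/Amplex Red fluorescence.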
GAA inhib: qHTS Assay for Inhibitors of Human alpha-Glucosidase as a Potential Chaperone Treatment of Pompe Disease; Lysosomal alpha-glucosidase (Homo sapiens), P10253; purified human GAA, 4-MU-alpha-glucoside fluorescence; Potency, µM (doses to about 76.9 µM), for inactives: at the top dose activity change, negative = inhibition, most hits filed as inhibitors; 200,000 compounds, 0.005% hits;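 note: plate controls were uninhibited enzyme wells for no effect and no-enzyme background for full effect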
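AC50 values come from Hill fits of compound titrations (up to 77 uM) against 4 nM human enzyme. Substrate 4-methylumbelliferyl-alpha-D-pyranoside at 400 uM, pH 5.0 citrate buffer, 20 min room temperature; fluorescence Ex 365/Em 440 after alkaline stop.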
GoLoco inh red: qHTS Assay for Inhibitors of RGS12 GoLoco Motif Activity (Red Fluorophore) | Gai1:RGS12 GoLoco peptide FP, rhodamine, 10 min | Potency, µM (series often up to 61.6 µM), without a hit: top-dose activity, negative = inhibition, actives largely listed as inhibitors | 230,000 compounds, 0.44% hits | AID 880, 2007; active = well fitted inhibition curve with a large enough effect, not every such curve was filed as active; inactive = no such curve, though single readings can be large or run the other way; note: nearly all actives have a fitted effect of over 30% in size; many of its hits are not listed in these tables
L3MBTL1 block: qHTS Assay for the Inhibitors of L3MBTL1. Lethal(3)malignant brain tumor-like protein 1 (Homo sapiens), Q9Y468. AlphaScreen L3MBTL1–H3K9me1 peptide binding. Potency, µM (doses to about 57.1 µM), for the others: at the top dose activity, negative = inhibition, usual class: inhibitors. 230,000 compounds, 0.66% hits. AID 485360, 2010; note: nearly all actives have a fitted effect of over 60% in size
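L3MBTL1 (50 nM) pre-complexed 30 min with biotinylated H3(1-15)K9me1 peptide (75 nM), then compounds added for 30 min at room temperature; AlphaScreen streptavidin donor/nickel chelate acceptor beads (10 ug/mL final) read after 30 min dark incubation.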
TRb-SRC2 inh: qHTS for Inhibitors of the Interaction of Thyroid Hormone Receptor and Steroid Receptor Coregulator 2 | Potency, µM (highest dose often 106 µM), for the others: at the highest dose activity change, negative = inhibition, hits mostly inhibitors | AID 1469, 2008 | 280,000 compounds, 0.065% hits | TRbeta-SRC2 peptide binding, fluorescence polarization; receptor liganded with 1 µM T3;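 note: plate controls were bound peptide for no effect and peptide without receptor for full effect; nearly all actives have a fitted effect of over 50% in size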
Target sequence (P10828 whole entry, looked up): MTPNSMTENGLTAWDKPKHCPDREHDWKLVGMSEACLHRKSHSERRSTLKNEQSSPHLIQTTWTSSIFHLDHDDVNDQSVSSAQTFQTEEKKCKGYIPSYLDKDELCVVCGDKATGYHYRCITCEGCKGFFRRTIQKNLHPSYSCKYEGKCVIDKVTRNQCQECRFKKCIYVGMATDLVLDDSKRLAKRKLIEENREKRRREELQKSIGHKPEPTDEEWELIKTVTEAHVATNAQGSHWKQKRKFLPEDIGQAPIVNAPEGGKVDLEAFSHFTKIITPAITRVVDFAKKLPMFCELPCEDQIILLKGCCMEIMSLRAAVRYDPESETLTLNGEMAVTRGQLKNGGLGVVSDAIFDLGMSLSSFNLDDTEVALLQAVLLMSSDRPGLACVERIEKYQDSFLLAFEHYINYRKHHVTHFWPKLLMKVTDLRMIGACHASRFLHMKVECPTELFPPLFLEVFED
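Human TRb ligand-binding domain (0.6 uM) is mixed with 20 nM Texas Red SRC2 peptide and 1 uM T3; after compound addition and 5 hr at ambient temperature, polarization is measured and normalized to unbound and bound controls.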
GAA spleen mod: qHTS Assay for Inhibitors and Activators of Human alpha-Glucosidase From Spleen Homogenate. Potency, µM (doses to about 79.9 µM), for inactives: top-dose activity change, negative = inhibition, actives largely listed as inhibitors. AID 2112, 2009. Lysosomal alpha-glucosidase (Homo sapiens), P10253. human spleen homogenate, 4-MU-alpha-glucoside fluorescence. 240,000 compounds, 0.006% hits;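 note: 0% = enzyme with vehicle and -100% = no enzyme basal signal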
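Compounds were titrated against alpha-glucosidase in spleen homogenate at pH 5.0, with 1 mM 4-methylumbelliferyl substrate for 40 min at 37 C. Reactions were quenched with pH 10 NaOH/glycine and fluorescence measured.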
Numbers without * were called inactive; i = inactive; ? = inconclusive; . = not tested or not shown; & = joins results of further samples; [ ] = remark or other dose. Unless noted, calls come from the whole dose curve; as a rule, active = well fitted curve in the direction sought with a large enough effect; inconclusive = small, poorly fitted or top-dose-only effect, or another doubt; inactive = no such curve, though single readings can be large; an effect the other way counts as inactive or inconclusive. Unless noted, % is set by controls: 0 for no effect and ±100 for the full control effect; potency is the fitted concentration of half-maximal effect.

SMILES	TexasRed fluor	RECQ1 inh	GAA glycogen mod	GAA inhib	GoLoco inh red	L3MBTL1 block	TRb-SRC2 inh	GAA spleen mod
CC(NC(=O)Nc1ccc(F)cc1)C(c1cccs1)N1CCCC1 (centres undefined)	2%	-9%	-3%	-1%	3%	3%	-4%	7%
CCCCN(CC)CCCNC(=O)c1cn(CC)c2ccc(S(=O)(=O)N3CCc4ccccc4C3)cc2c1=O	-2%&-1%	i	14%	-11%	1%	8%	4%&-6%	1%
Cc1ccc(C)c(OCC(=O)Nc2ccc(N3CCOCC3)cc2)c1	-1%[53 µM]	-2%	-9%	-5%	7%	-20%	1%[53 µM]	7%
O=C(CSc1nc(-c2ccco2)cc(C(F)(F)F)n1)NCCc1ccccc1	-3%	-1%	-6%	-1%	4%	6%	2%	-10%
O=C(NNc1c2ccccc2nc2ccccc12)c1ccc(O)cc1O	-29%	-26%	28µM*	-8%	75%[activator]	?	8%	-5%
NC1=C(Br)C(=O)c2ccccc2C1=O	0%	-9%	-1%	-3%	13%	-24%	10%	0%
COc1ccc(OCC(O)CN(C2CCCCC2)C2CCCCC2)cc1 (centres undefined)	-1%	i	3%	-9%	2%	2%	1%	-6%
Cc1cc(C)c2oc(-c3ccc(Cl)c(NC(=O)c4ccc(C#N)cc4F)c3)nc2c1	1%	i	2%	1%	44%[activator]	1%	-4%	-8%
COc1cccc(CNn2c(-c3cccc(C)c3)nc3ccccc3c2=O)c1O	0%	-2%	31µM*	-1%	11%	2%	-10%	-8%
O=C(Cn1c(=O)oc2ccccc21)NC(=O)NCc1ccco1	-4%	-9%	7%	0%	-9%	.	4%	-9%
O=C(CSCc1ccc([N+](=O)[O-])cc1)NC1CC1	0%	1%	4%	5%	-2%	12%	-1%	0%
CCCOc1ncnc2c1[nH]c1ccc(C)cc12	-2%	-13%	1%	2%[15.4 µM]	-4%	8%	1%	8%
Nn1c(SCc2cccc(Br)c2)nnc1-c1cccnc1	-6%	-4%	1%	.	4%	0%	-4%	2%
CCOC1=NN(c2ncc(C(F)(F)F)cc2Cl)C(=O)/C1=C/N(C)C	-2%	-1%	2%	-31%	1%	.	-1%	2%
CCOc1ccc(-c2nnc(N)s2)cc1	-2%	-4%	-1%	-10%	7%	9%	-3%	-5%
Nc1ccc(Cl)c(NC(=O)c2cccs2)c1	0%	-13%	-2%	4%	21%	4%[11.4 µM]	-2%	-2%
Fc1ccccc1CSc1ncnc2sc3c(c12)CCCC3	-2%	-6%	13%	-1%	-9%	38%[activator]	8%	2%
COc1ccc(N2CC(NC(=O)N3CCN(c4ccccc4)CC3)CC2=O)cc1 (centres undefined)	-3%	-15%	-22%	-3%	-4%	.	-3%	-1%
Cc1cc(O)ccc1N/C=C(\C#N)c1nc2ccccc2o1	3%	-8%	-11%	3%	-39%	11%	-18%	-2%
Cc1ccc(NC(=O)CCNS(=O)(=O)c2cccc3nonc23)cc1Cl	1%&-2%	-2%	4%	-2%	-2%	.	-4%&-4%	-6%

Complete entries from above.
`Nc1ccc(Cl)c(NC(=O)c2cccs2)c1` in the list: TexasRed fluor: 0%; RECQ1 inh: -13%; GAA glycogen mod: -2%; GAA inhib: 4%; GoLoco inh red: 21%; L3MBTL1 block: 4%[11.4 µM]; TRb-SRC2 inh: -2%; GAA spleen mod: -2%
`COc1ccc(OCC(O)CN(C2CCCCC2)C2CCCCC2)cc1` (centres undefined) in the list: TexasRed fluor: -1%; RECQ1 inh: i; GAA glycogen mod: 3%; GAA inhib: -9%; GoLoco inh red: 2%; L3MBTL1 block: 2%; TRb-SRC2 inh: 1%; GAA spleen mod: -6%

(more compounds)
SMILES	TexasRed fluor	RECQ1 inh	GAA glycogen mod	GAA inhib	GoLoco inh red	L3MBTL1 block	TRb-SRC2 inh	GAA spleen mod
CS(=O)(=O)N(CC(=O)NCC1CCCO1)c1cc(Cl)c(Cl)cc1Cl (centres undefined)	1%	3%	7%	4%	2%	5%	-2%	2%
Cc1cc2nnc(SC3CCCCN(C(=O)c4ccc(F)cc4)C3=O)n2c2ccccc12 (centres undefined)	-8%	2%	-7%	6%	3%	0%	4%	-8%
Cc1cc(=O)n2[nH]c(-c3ccccc3Cl)cc2n1	-1%	-7%	3%	-7%[15.4 µM]	8%	1%	-2%	2%
O=C(COC(=O)[C@@H]1CC(O)CN1S(=O)(=O)c1ccc2c(c1)OCCO2)Nc1ccccc1F (some centres undefined)	-1%	i	1%	0%	3%	-9%	1%	.
CC(C)c1nc2sc3c(=O)[nH]cnc3c2c2c1CCC2	-1%	-8%	11%	-1%	6%	16%	-15%	2%
CNC(=O)c1c(I)c(C(=O)NCC(=O)Nc2c(I)c(C(=O)O)c(I)c(C(=O)NCCO)c2I)c(I)c(N(C)C(C)=O)c1I	-1%	-1%[25.9 µM]	.	.	2%[21.6 µM]	9%	1%	-9%[29.1 µM]
CC1(c2ccc(OC(F)F)cc2)NC(=O)N(CC(=O)Nc2ccc(S(N)(=O)=O)cc2)C1=O (centres undefined)	-1%	i	2%	-2%	-11%	-17%	2%	-6%
c1ccc(-c2ccccc2-c2nc(-c3ccncc3)no2)cc1	-4%	-1%	-8%	-3%	4%	.	9%	-9%
Cc1cc(C(=O)NCCCC(=O)O)c(C)o1	-7%	i	2%	-5%	5%	.	-1%	1%
CCN1C(=O)[C@H]2[C@H]3[C@H](O)[C@H](O)C/C(=N\O[C@H](C)c4cn([C@H](CO)Cc5ccccc5)nn4)[C@@H]3CC[C@H]2C1=O	-1%	-1%	4%	-2%	1%	4%	0%	5%
CC1=CC(C)C2(CO)COC(c3ccc(O)cc3)C1C2C (centres undefined)	0%	i	19%	9%	12%	-1%	3%	5%
Cc1ccc(C)c(C(=O)NCCN(C)C)c1	-4%	-1%	6%	-7%	3%	8%	-2%	-1%
CC(=O)Nc1cccc(OCC(=O)NC(C)C(C)C)c1 (centres undefined)	2%	i	0%	-6%	6%	.	-17%	-1%
COc1ccc2c(c1)OCC(Cc1ccc(O)c(OC)c1)C2=O (centres undefined)	-2%	-6%	.	.	-12%	.	1%	-2%
CCOC(=O)c1c(CN2CCC(C)CC2)oc2ccc(OC)cc12	0%	-7%	8%	-11%	3%	-5%	2%	-3%
COc1ccc(-n2c3nc4ccccc4nc3c3c(=N)oc(C)nc32)cc1	-4%	-4%	-8%	?	-2%	3%	-1%	-11%
CNc1nc(-c2ccccc2C(F)(F)F)nc2ccccc12	-4%	?	.	.	-1%	.	4%	-10%
Cc1occc1C(=O)NNC1=CC(=O)CC(C)(C)C1	-2%	-11%	8%	-8%	-3%	6%	3%	5%
CC1=C(C(=O)OCc2ccccc2)C(c2ccccc2OC(F)F)NC(=O)N1 (centres undefined)	-5%	i	-1%	-15%	-2%	-2%	3%	-6%
Cc1noc(C)c1C(=O)N1CCC(C(=O)c2ccccc2)CC1	0%	-13%	-5%	?	14%	1%	-5%	6%
COC/C=C/C1=CC2=CC(=O)C(C)(OC(=O)c3cnc4ccccc4n3)C(=O)C2=CN1C(CO)CO (centres undefined)	-1%[11.2 µM]	8%[11.5 µM]	2%	.	-3%[14.2 µM]	.	1%[11.2 µM]	4%[17.4 µM]
CC(=O)c1c(COC(=O)c2ccco2)nc2ccccc2[n+]1[O-]	-3%	-17%	0%	-6%	14%	.	-6%	-9%
CCOC(=O)c1ccc(N2C(=O)C(O)=C(C(C)=O)C2c2ccccn2)cc1 (centres undefined)	-7%	i	2%	1%	6%	.	3%	-6%
CCOc1ccc(N2C(=O)C3C(c4ccccc4F)NN(C(=O)c4ccc(C)cc4)C3C2=O)cc1 (centres undefined)	1%	-3%	-20%	4%	4%	-15%	8%	-1%
C[N+]1(CCn2ccc3ccccc32)CCCCC1	1%	-1%	-7%	5%	111%[activator]	0%	3%	-2%
CCOC(=O)c1c(NC2=NS(=O)(=O)c3ccccc32)sc2c1CCCCC2	-1%	-5%	-5%	-6%	.	9%	3%	-2%
COC(=O)C(Cc1ccccc1)NC(=O)COc1ccc(C(C)(C)C)cc1 (centres undefined)	-3%	-12%	-8%	-7%	-10%	.	-2%	-7%
Cc1ccc(C)c(S(=O)(=O)N2CCN(CC(=O)NC(=O)NCc3ccco3)CC2)c1	-3%	-3%	8%	-1%	3%	-10%	-1%	-6%
COc1ccc(NC(C)=O)cc1NC(=O)CSc1nnc(-c2ccc(F)cc2)n1N	-5%	-8%	8%	-3%[15.4 µM]	10%	-3%	1%	-6%
Cc1ccc(C(=O)Nc2nc(C)c(C)s2)o1	3%	i	-10%	7%	17%	.	3%	3%
CC(C)(C)[C@@H]1C=C(C(=O)O)O[C@H](OCc2ccc(CO)cc2)C1	-1%	-8%	-8%	.	-2%	2%	-5%	-12%
COc1ccc(N2CCN(c3cnc4ccccc4n3)CC2)cc1	0%	i	-17%	8%	11%	-5%	-2%	-5%
COC(=O)c1cc2c(N)c(C(=O)c3ccc(Cl)cc3)sc2nc1C(OC)OC	-1%	-8%	2%	.	9%	11%	-1%	3%
COc1ccc(S(=O)(=O)Nc2cc(C(=O)NCCCN3CCOCC3)ccc2N2CCOCC2)cc1	1%	-1%	9%	-14%	-2%	.	-13%	-2%
COc1ccc(S(=O)(=O)NC(Cc2cnc[nH]2)C(=O)O)cc1 (centres undefined)	0%	16%	3%	7%	5%	7%	-4%	-5%
CNC(=O)COC(=O)COc1ccc2c(C)cc(=O)oc2c1	1%	0%	4%	9%	-5%	24%	0%	12%
Cc1nc(C)c(CCNC(=O)c2ccccc2Br)s1	1%	-9%	18%	?	5%	7%	8%	4%

These rows are one share of the data; rates above refer to the full screens.
